TAG inh – triacylglycerol accumulation inhibition; AID 651582; inhibition, % at 12.5 µM; 0.66% of 230,000 active; H9c2 cells, Nile Red lipid (TAG) fluorescence; cells loaded with 200 µM oleic acid;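 active = pattern-corrected inhibition of lipid staining of at least 50% with the nuclear-stain viability signal not falling by more than 50%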;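 also: 0% = DMSO wells and 100% = triacsin C control wells; some results filed as inactive read as strong as hits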
TAG inh DAPI viability – also measured in TAG inh; calls as there; DAPI nuclei signal change (viability), lower = more cytotoxic, %;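 whole-well DAPI fluorescence read on a plate reader as a viability signal; minus 50 percent equals half of cells still viable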
* marks the source's active call; other numbers are inactive results. Only part of the results is shown; count on the stated rates, not on these rows.

Molecule,TAG inh,TAG inh DAPI viability
Nc1nc(SCC(=O)Nc2ncc(C(F)(F)F)cc2Cl)n[nH]1,3.2,-6.5
O=C(Nc1ccc(NC(=O)c2ccccc2)c2ccccc12)c1ccccc1,9.9,-3.1
O=C(NCc1cccc(C(F)(F)F)c1)c1ccc2sc([C@H]3C[C@H](O)[C@@H](CO)O3)nc2c1,-9.4,3.4
O=C(c1ccccc1)N1N=C(c2cccs2)CC1c1ccccc1O (configuration not stated),5.8,8.6
COc1ccc(N(CC(=O)Nc2nccs2)S(=O)(=O)c2c(C)nn(C)c2C)cc1,1.2,-10.2
COCCNC(=O)C1(C)CCN(C(=O)c2ccc(OC)c(F)c2)C1 (configuration not stated),3.0,-1.1
COCCN1C(=O)C(=O)/C(=C(/O)c2cccc(OC)c2)C1c1ccco1 (configuration not stated),-15.0,12.1
CCCNC(=O)CCc1cc(C(C)(C)C)c(O)c(C(C)(C)C)c1,2.2,-6.6
Cc1cnc(C(=O)OCC(=O)N(C)CC(=O)Nc2ccccc2Cl)cn1,-5.5,-1.0
O=C(NCCc1ccc(Cl)cc1)Nc1ccc(Cl)cc1,-22.4,12.5
CCC(C)c1ccccc1NC(=O)C(C)NCCN(C)C (configuration not stated),-6.2,-1.2
Cc1csc(=O)n1CCC(=O)OCC(=O)N(C)c1c(N)n(Cc2ccccc2)c(=O)[nH]c1=O,-4.1,17.4
O=C(Nc1cc(Sc2nc3ccccc3s2)cc([N+](=O)[O-])c1)c1cccc(F)c1F,-4.9,9.3
OC1CCC(NC(=S)Nc2ccc(SC(F)F)cc2)CC1 (configuration not stated),9.6,4.2
CC(C)=CCC/C(C)=C/CNC(=O)C[C@H]1C[C@H](C(=O)N2CCOCC2)[C@@]2(C)c3[nH]c4cc(CCC(=O)N(C)C)ccc4c3CCN2C1=O,-23.5,22.7
CC[C@@H]1[C@H]2CCCC(=O)N3CC[C@@H](C[C@@H]1Nc1ccccc1)[C@@H]23,-4.8,3.4
COc1ccccc1NC(=O)c1ccc(-n2cccn2)c([N+](=O)[O-])c1,-2.8,5.4
CCOP(=O)(OCC)C(NC(=O)c1ccc(OC)cc1)c1ccccc1 (configuration not stated),-0.7,-4.4
COc1ccc(-n2c(=O)c3c4c(sc3n(CC(=O)Nc3cc(C)[nH]n3)c2=O)CCCC4)c(OC)c1,5.1,5.6
Cc1ccc(S(=O)(=O)N2C[C@@H](C)[C@]3(C2)[C@H](O)[C@H](OC(=O)NC2CC2)C[C@H]2C(=O)N(c4ccccc4)C(=O)[C@H]23)cc1,6.6,0.7
COc1ccc(CCNC(=O)C2CC(=O)N(CCc3ccccc3)C2)cc1OC (configuration not stated),-2.9,1.4
CCCn1ncc(CN2CCN(CCc3ccccc3)C(CCO)C2)c1C (configuration not stated),1.8,-3.3
COC(=O)c1sc(NC(C)=O)c(C(=O)OC)c1C,9.6,2.9
COc1ccc(OC)c2c1sc(=NC(=O)C(C)(C)C)n2C,3.7,1.0
Cc1cc(C(=O)NNC(=O)c2cccs2)c(C)o1,4.0,-0.6
O=C(NNC(=S)Nc1cccc(Cl)c1)c1ccccc1,-0.6,4.9
COc1cccc(C(=O)NCC2CCCN2S(=O)(=O)c2ccccc2)c1 (configuration not stated),-17.6,2.2
CC1=C(C(=O)N2CCOCC2)C(c2c(F)cccc2F)NC(=O)N1 (configuration not stated),-10.2,2.5
O=Cc1ccccc1Oc1nc(N2CCOCC2)nc(N2CCOCC2)n1,2.9,-8.9
CCC(=O)c1ccc(OCC(O)CNC2CCCC2)cc1 (configuration not stated),-6.7,0.4
[O-]C1=N/[N+](=C/c2ccccc2)CC1,-5.3,1.0
COc1ccc(OC)c(NC(=O)CSc2nnc(CNC(=O)COc3ccc(Cl)cc3)o2)c1,16.1,-22.0
COc1ccc(OC)c(/C=N\NC(=O)c2c(C)nc3cc(C)ccn23)c1,-6.8,6.4
CCc1ccc(N(CC(=O)NC2CCCCC2)S(=O)(=O)c2c(C)noc2C)cc1,17.2,-9.0
CC1CCc2nc(N)c(C#N)c(-c3cccnc3)c2C1 (configuration not stated),-12.5,5.1
CCc1nnc(NC(=O)c2cccc(S(=O)(=O)N3CCCCC3)c2)s1,-3.4,1.0
CS(=O)(=O)N(CC(=O)N1CCOCC1)c1ccc2c3c(cccc13)CC2,3.6,7.2
COc1cc(CCC(=O)OCC(=O)N2CC(=O)Nc3ccccc32)cc(OC)c1OC,-4.8,-9.3
CN(NC(=O)c1c(Cl)cccc1Cl)c1cccc(Cl)n1,-6.1,9.5
Nc1cc(Cl)ccc1N1CCCCC1,-10.7,0.8
CC[C@@]1(C(=O)OC)N[C@H](CN(C)C(=O)Nc2ccccc2)[C@@H]2C(=O)N(Cc3ccccc3)C(=O)[C@@H]21,-1.8,-8.0
CCOc1ccc(NC(=O)CN(C)C(=O)CN2C(=O)C3CCCCC3C2=O)cc1OCC (configuration not stated),-148.1,0.6
COCCNC(=S)N1CCN(c2nc(-c3ccc(Cl)cc3)cs2)CC1,-11.2,-0.4
COC(=O)c1c(NC(=O)Cc2ccccc2)sc2c1CC(C)(C)NC2(C)C,10.2,-0.2
CCCNS(=O)(=O)c1ccc(OCC(=O)NCc2ccco2)cc1,16.9,-3.0
COc1ccccc1NS(=O)(=O)c1ccc(C(=O)N2CCN(c3ccccn3)CC2)cc1,-46.1,4.1
COc1ccc(OC)c(S(=O)(=O)N2CCC(C(=O)N3CCN(c4ccc(F)cc4)CC3)CC2)c1,-25.6,-0.8
O=C(CSc1nc(-c2ccccc2)cc(=O)[nH]1)NCc1ccc2c(c1)OCO2,-12.0,10.6
CCCc1nc(NCc2ccco2)c(C#N)c2c1COC(C)(C)C2,-5.8,-12.2
CCOc1ccc(NC(=O)CN(C)C(=O)CCCNC(=O)c2ccc(Cl)cc2)cc1OCC,2.6,-13.4
COc1ccc2c(c1)CCCC21NC(=O)N(CC(=O)N2CC(C)OC(C)C2)C1=O (configuration not stated),-0.7,-5.2
COc1ccccc1NC(=O)CSC1CC(=O)N(c2ccc3c(c2)OCO3)C1=O (configuration not stated),-16.4,1.7
FC(F)(F)c1ccnc(Oc2ccc(C3=NCCS3)cc2)c1,-3.9,0.3
CCOC(=O)C1CCN(S(=O)(=O)c2ccc3c(c2)CC(=O)N3)CC1,-3.1,-1.2
Cc1ccc(C(=O)OCC(=O)c2ccc(CC(=O)N3CCOCC3)s2)c(C)c1,0.8,0.9
CC(=O)Nc1ccc2c(c1)-c1ccc(F)cc1C2,-16.6,9.9

(continued)
Molecule,TAG inh,TAG inh DAPI viability
CN1C(=O)N(CC(=O)NCc2ccc(Cl)cc2Cl)C(=O)C12CCCCC2,-0.4,-2.3
C[C@H](CO)N1C[C@H](C)[C@H](CN(C)S(=O)(=O)c2ccc(Oc3ccccc3)nc2)OCc2cnnn2CCCC1=O,-0.3,-1.0
Cc1ccc(NC(=O)CCC(=O)OCC(=O)c2ccc(Oc3ccc([N+](=O)[O-])cc3)cc2)cc1,3.5,1.3
O=C(NCCCCO)c1ccc2c3c(cccc13)CC2,-34.0,0.6
C=CCC1(CC=C)CCCN1C(=O)c1cc(COc2cccc(C(F)(F)F)c2)on1,-53.4,-11.4
O=S(=O)(c1ccc(F)cc1)n1ccc(-c2cccc(OCc3ccc(Cl)cc3Cl)c2)n1,22.1,2.6
CC1Cn2c(nc3sc4c(c3c2=O)CCC4)N1CCO (configuration not stated),2.5,3.2
O=C(CN1C(=O)CSc2ccc(C(F)(F)F)cc21)Nc1ccccc1,-1.0,-4.9
O=C(NCc1cccnc1)c1ccccc1NC(=O)c1c(F)cccc1F,16.2,-0.5
CN(C(=O)c1ccccc1OCc1ccc(Cl)cc1)c1ccccc1,-11.8,0.1
COc1ccc(-c2cc(-c3cccs3)c(C#N)c(SCC(=O)NCc3ccccc3)n2)cc1,2.9,-8.3
COc1cc(OC)c(S(=O)(=O)NCc2ccco2)cc1S(=O)(=O)NCc1ccco1,3.4,3.3
O=C1c2ccccc2NC(c2ccccc2)N1/N=C/c1ccccc1 (configuration not stated),-9.8,14.5
CCOc1cc(C(=O)NCc2ccc(F)cc2)ccc1OCC(=O)N1CCCCC1,5.8,-3.1
Cc1cc(C)cc(N(C(C)C(=O)NCc2ccc3c(c2)OCO3)S(C)(=O)=O)c1 (configuration not stated),3.0,-5.4
N#Cc1c(NC(=O)CN2CCCCC2)sc2c1CCC2,22.5,6.2
Cc1ccc(S(=O)(=O)CC(=O)Nc2ccc(S(=O)(=O)Nc3ccccn3)cc2)cc1,6.0,-2.4
Cc1cc[n+](CC2OCc3ccccc3CO2)cc1,19.3,-14.2
CN(C(=O)CSc1nnc(Nc2ccccc2)s1)c1c(N)n(Cc2ccccc2)c(=O)[nH]c1=O,5.2,-8.2
COC(=O)c1ccccc1NC(=O)C1CC(=O)N(c2ccc(C)c(C)c2)C1 (configuration not stated),-1.7,-2.8
Cc1cccc(C)c1NC(=O)c1ccc([N+](=O)[O-])s1,17.4,-9.7
CCn1ncc(C(=O)Nc2ccc([N+](=O)[O-])cc2OC)c1C,2.9,-3.0
Cc1ccccc1N=C(N)Nc1ccccc1C,2.8,-0.2
Cc1ccc(S(=O)(=O)c2c(C)cc(C)nc2Oc2cccc(C)c2C)cc1,-11.9,-5.4

Additional records:
Order of results: TAG inh | TAG inh DAPI viability
Cc1ccccc1NC(=O)Cc1nc(COC(=O)CSc2ccccc2)cs1
 : -6.4 | 3.5
CCOc1ccccc1NC(=O)N1CCCC(c2nc(-c3ccc(C)o3)no2)C1 (configuration not stated)
 : 0.2 | 7.2
CSCCC(NC(=O)c1ccccc1Cl)C(=O)Nc1cccc(S(=O)(=O)N2CCCC2)c1 (configuration not stated)
 : 2.0 | 5.9
COc1ccc(CCC(=O)Nc2ccc(Cl)c(S(=O)(=O)N3CCCC3)c2)cc1
 : -25.2 | 5.9
O=C(Nc1ccc(S(=O)(=O)NC2=NCCCCC2)cc1)c1cccc(S(=O)(=O)N2CCOCC2)c1
 : -2.9 | 4.3
NC(=O)NN=C1C2CCCC1C(c1ccccc1)NC2c1ccccc1 (configuration not stated)
 : 3.8 | -1.7
C1CC(CN2CCOCC2)CN(Cc2nc(CC3CC3)no2)C1 (configuration not stated)
 : -14.9 | 8.4
CCOc1cc(N2CCOCC2)c(OCC)cc1NC(=O)CC12CC3CC(CC(C3)C1)C2
 : 73.7* | -13.8*
O=C(Nc1ncccc1O)c1ccc(C(=O)c2ccccc2)cc1
 : 4.2 | 2.5
c1ccc2c(-c3nc4ncccc4o3)cccc2c1
 : 8.5 | 43.1
CCn1c(SCc2c(Cl)cccc2Cl)nc2nc3c(cc2c1=O)CCCC3
 : -0.3 | -9.3
Cc1ccc(NC(=O)Nc2cc(-c3ccccc3)nn2C)cc1Cl
 : -0.3 | -6.0
Cc1cc(C(=O)CSc2n[nH]c(N)n2)c(C)n1-c1cc(F)ccc1F
 : 12.4 | -10.5
CCOC(=O)C1=C(Nc2ccc(Br)cc2)CC(C)(O)C(C(=O)OCC)C1c1ccccc1 (configuration not stated)
 : 5.8 | -2.2
CCOc1nc(NCc2ccco2)nc(Nc2ccccc2F)n1
 : -23.9 | 1.6
COCCn1c(SCC(=O)NC2CC2)nnc1-c1ccc(Cl)cc1
 : 8.6 | -10.0
C[C@H](NC(=O)c1ccccc1)C(=O)OCC(=O)Nc1ccc(Cl)cn1
 : 3.8 | -4.0
COc1ccccc1/C=C/C=N/NC(=O)c1cccs1
 : 2.9 | -9.2
O=C(c1ccco1)N1CCN(c2cc(N3CCOCC3)c(F)cc2[N+](=O)[O-])CC1
 : -3.1 | 6.0
CCc1nc(NCC2CCCO2)c2oc3ccccc3c2n1 (configuration not stated)
 : 8.4 | -23.1

Entries of single compounds, quoted from the list.
CCOc1ccc(NC(=O)CN(C)C(=O)CN2C(=O)C3CCCCC3C2=O)cc1OCC (configuration not stated) as listed: TAG inh = -148.1; TAG inh DAPI viability = 0.6
CC(=O)Nc1ccc2c(c1)-c1ccc(F)cc1C2 as listed: TAG inh = -16.6; TAG inh DAPI viability = 9.9

Carrying on:
Order of results: TAG inh | TAG inh DAPI viability
CCCCC/C=C\C[C@H](O)/C=C/c1cccc(C[C@H](O)CCCCO)n1
 : -8.5 | 7.9
COc1ccc(CCN2C(=S)NC3CC2(C)Oc2ccc([N+](=O)[O-])cc23)cc1OC (configuration not stated)
 : -30.9 | 0.4
COc1cccc(CC(=O)OCC(=O)Nc2nnc(-c3ccccc3)o2)c1
 : 9.5 | -4.4
COCCNS(=O)(=O)c1cccn1-c1ncc(C(F)(F)F)cc1Cl
 : 0.7 | -9.2
Cc1ccc(C)c(N2CCN(C(=O)CCc3nc(-c4ccccc4Cl)no3)CC2)c1
 : -6.8 | -9.4
O=S(=O)(Nc1nc2ccccc2nc1-[n+]1ccccc1)c1ccc(Cl)cc1
 : 13.5 | -3.2
O=[N+]([O-])c1c(Nc2ccccc2O)cc(N2CCOCC2)c2nonc12
 : 17.1 | -3.1
CC(C)CC(=O)c1c[nH]c(C(=O)NCc2cccs2)c1
 : 0.1 | 12.7
COC(=O)c1ccc(C(=O)NC2CCCc3c2cnn3-c2ccc(C)c(C)c2)cc1 (configuration not stated)
 : 34.3 | -19.6
COC(=O)c1nc(C(=O)OC)c(C(=O)OC)nc1C(=O)OC
 : 6.8 | -14.9
Cc1ccc([N+](=O)[O-])cc1NC(=O)CCc1ccccc1
 : -8.1 | 0.4
Cn1c(=O)c2c(nc(CN3CCN(c4ccc(F)cc4)CC3)n2CCN2CCOCC2)n(C)c1=O
 : 8.2 | -4.5
Cc1cnc(NC(=O)CSc2nnc(-c3ccccc3)n2Cc2ccccc2)s1
 : -13.5 | -2.2
O=S(=O)(NCc1nnc2ccccn12)c1ccc(F)cc1
 : 8.3 | 3.5
CC1(C)OC(=O)C(=NNc2ccc(O)cc2)C(=O)O1
 : -16.1 | 4.6
